Lipid storage S3 = qHTS Assay for Lipid Storage Modulators in Drosophila S3 Cells; Drosophila S3 cells, BODIPY lipid droplet fluorescence, 18-24 h; cells fed with added oleic acid; Potency in µM for hits, for the others lipid storage change, negative = inhibition, % at the top dose, mostly 46.1 µM; AID 2685; actives 0.64% (n = 320,000); active means well fitted inhibition curve with a large enough effect in the signal ratio, with a control signal flat, not every such curve was filed as active; inconclusive means small, poorly fitted or top-dose-only effect, or effect the other way, or a change in a side signal; the % refers to the signal ratio
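Drosophila S3 cells loaded with oleic acid (400 uM, as added) and compounds at several concentrations; lipid droplets imaged by 488-nm laser-scanning cytometry, 500–530 nm intensity and object ratio to cell channel. Percent activity normalized to 20 uM Triacsin C.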
Lipid storage S3 cell count max = further read-out of Lipid storage S3, marked with its call; cell number change, %; measured here: cell count max response;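 cells counted by Cell Tracker Red CMTPX staining in the red channel; peak over a dose series mostly up to 46.1 µM; percent activity relative to internal control wells on each plate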
The depositor's hits bear a star; i = inactive; ? = inconclusive; . = not tested or not shown; [ ] = another dose, or the depositor's remark. On the % scale 0 is the no-effect control and ±100 the full control effect; potency means the concentration at half of the fitted maximal effect.

no. | Molecule | Lipid storage S3 cell count max | Lipid storage S3
1 | CCCOc1ccc(N2C(=O)CC(SC(=NCC)Nc3cccc(F)c3)C2=O)cc1 (stereo not given) | . | ?
2 | COc1cccc(CN2CCN(c3nc4nonc4nc3NC3CC3)CC2)c1 | . | ?
3 | CC(C)C1N(C(=O)N(C)C)CCN1S(=O)(=O)c1ccccc1 (stereo not given) | -12 | i
4 | CCOc1ccc(N(CC(=O)Nc2ccccc2)S(C)(=O)=O)cc1 | . | ?
5 | CC(C)CN(C(=O)CC1OC(=O)c2ccccc21)c1c(N)n(Cc2ccccc2)c(=O)[nH]c1=O (stereo not given) | . | ?
6 | CCN(CC)C(=O)C(=O)c1cccn1-c1ccccc1C#N | -8 | -16%
7 | COc1ccc(C(C)NC(=O)c2ccc(Cl)cc2)cc1OC (stereo not given) | . | ?
8 | CCOC(=O)c1ccc(NC(=O)CCc2nc(-c3cccc(C)c3)no2)cc1 | -2 | 12%
9 | CN(C)C(=O)[C@H]1C[C@H]1[C@@H](O)[C@H](CO)NC(=O)[C@H](COCc1ccccc1)NC(=O)OC(C)(C)C | . | ?
10 | CCc1noc(C)c1C(=O)N1CCN(S(=O)(=O)c2c(C)cc(C)cc2C)CC1 | . | ?
11 | COc1ccc(-c2cn3c(C)c(C(=O)Nc4cccc(NC(C)=O)c4)sc3n2)cc1 | . | ?
12 | c1ccc2c(NCCc3c[nH]c4ccccc34)c3ccccc3nc2c1 | . | ?
13 | CCC(C)NC(=O)NC(=O)CSc1nnc(-c2ccccc2F)n1C1CC1 (stereo not given) | . | ?
14 | Nn1c(SCC(=O)N2CCCCCC2)nnc1-c1ccncc1 | . | ?
15 | COc1ccc(S(=O)(=O)N=Nc2c(O)[nH]c3ccccc23)cc1 | 5 | 3%
16 | CC(Oc1ccc(Cl)cc1)C(=O)N1CCN(C(=O)c2ccco2)CC1 (stereo not given) | . | ?
17 | CN(C)/C=C1\N=C(c2cccnc2Oc2ccc(Cl)cc2)OC1=O | 3 | 12%
18 | COc1cccc(CNC(=O)c2csc3c2CCCC3)c1 | 13 | -1%
19 | O=C(CN1C(=O)NC(Cc2ccccc2)C1=O)Nc1ccc(OC(F)F)cc1 (stereo not given) | . | ?
20 | COc1cccc(NC(=S)N(CCN2CCCCC2)Cc2ccco2)c1 | . | ?
21 | O=C1c2ccsc2SCCN1Cc1ccc(Cl)cc1 | . | ?
22 | O=C(N/N=C/c1ccc(O)cc1)c1cc(C23CC4CC(CC(C4)C2)C3)[nH]n1 | . | ?
23 | COc1ccc(S(=O)(=O)N2CCc3ccccc3C2)cc1OC | . | ?
24 | Cc1c(C#N)sc2nc(-c3ccccc3)nc(N3CCCC3)c12 | . | i
25 | COc1ccc(OC)c(NC(=O)NCCc2cccc(Cl)c2)c1 | 4 | 13%
26 | COCc1cc(C)nc(OCC(=O)N/N=C/c2cc(C)n(-c3c(C)cccc3C)c2C)c1C#N | . | ?
27 | Cc1ccc(C(=O)NCCc2nnc3ccc(NCCCN4CCOCC4)nn23)cc1 | 2 | -16%
28 | Cc1nc2ccccn2c1-c1csc(Nc2cccc(O)c2)n1 | 7 | -14%
29 | COc1cc(C(F)(F)F)c(C(=O)N(C)Cc2cccc(Cl)c2)cn1 | 23 | 0%
30 | CCCOc1ccc(-c2c(C(=O)N/N=C/c3ccncc3)nnn2-c2nonc2N)cc1 | -8 | 1%
31 | CC(C)(C)c1ccc(C(=O)NC(=S)N2CCCCCC2)cc1 | . | ?
32 | COCC1CCCN(Cc2cn(Cc3ccccc3)nc2-c2cc3ccccc3o2)C1 (stereo not given) | 4 | 9%
33 | CC(C)n1c(SCC(=O)c2ccc3c(c2)OCCO3)nc2c1c(=O)n(C)c(=O)n2C | . | ?
34 | CCOc1ccc(NC(=O)CN(C)C(=O)CCCOc2ccc(Cl)c(C)c2)cc1OCC | . | ?
35 | COc1ccccc1NC(=O)c1ccc(S(=O)(=O)N2CCOCC2)cc1 | . | ?
36 | O=C(Nc1ccc(Br)cc1)c1ccccc1CC[N+](=O)[O-] | . | ?
37 | Cc1ccc(-c2noc(CCCC(=O)NC3CCCC3)n2)cc1 | . | ?
38 | COc1ccc(S(=O)(=O)NCCSC(C)(C)C)cc1 | . | ?
39 | O=C(COC(=O)C1CCN(S(=O)(=O)c2ccc3c(c2)OCCO3)CC1)Nc1cc(C(F)(F)F)ccc1Cl | -7 | 0%
40 | Cc1ccc(NC(=S)/N=C(\N)Nc2nc(C)c3ccccc3n2)cc1C | . | ?
41 | Cc1cccc(NS(=O)(=O)c2ccc([N+](=O)[O-])cc2)n1 | . | ?
42 | COc1ccc2oc(C(=O)NCc3ccco3)c(C)c2c1 | . | ?
43 | COc1ccc(NC(=O)CSc2nncc(=O)n2N)cc1OC | 2 | -3%
44 | COc1ccc(C2NC(=O)NC(C)=C2C(=O)OC2CCC(C)CC2)cc1 (stereo not given) | . | ?
45 | COc1ccc(C)cc1NC(=O)C(OC(=O)c1cnccn1)c1ccccc1 (stereo not given) | . | ?
46 | COC(=O)C1=C(C)N(Cc2ccccc2)C(=NCc2ccccc2)N[C@H]1c1ccccc1 | 4 | -27%
47 | CC1CCCCC12NC(=S)N(c1ccccc1)N2 (stereo not given) | 9 | -4%
48 | CCOc1ccc(CC(C(N)=O)C(N)=O)cc1CN(C)C | -1 | 8%
49 | CN1CCN(c2ccccc2NC(=O)c2ccc(OCc3ccccc3)cc2)CC1 | . | ?
50 | COc1ccc(N2CCN(C(=O)CCC(=O)N3Cc4ccccc4Oc4ncccc43)CC2)cc1 | -3 | i
51 | C=CCN1C(=O)N(c2ccc(Cl)cc2)C(=O)C1CC(=O)Nc1ccc(F)cc1 (stereo not given) | . | ?
52 | CC(=O)c1ccc(-n2nnnc2SCC(=O)N2CCc3ccccc3C2)cc1 | -12 | 1%
53 | CCOc1ccccc1-c1cc(C(=O)N/N=C/c2ccc(O)c(OC)c2)c2ccccc2n1 | . | ?
54 | CCOC(=O)Cc1ccc2sc(-c3ccccc3)nc2c1 | . | ?
55 | COc1ccc(CCn2c(O)c(C=Nc3cccc(F)c3)c(=O)[nH]c2=O)cc1OC | . | ?
56 | Cc1cccc(NC(=O)C2(C)CC3c4ccccc4C2c2ccccc23)c1 (stereo not given) | . | ?
57 | Cc1ccc(NC(=O)CSc2ncccn2)cc1F | -11 | -2%
58 | O=C(NCc1cnn(-c2ccc(F)cc2)c1)C1CCC(=O)N(C2CC2)C1 (stereo not given) | . | ?
59 | COc1nc(-c2ccc(C)cc2)ccc1-c1noc(-c2ccco2)n1 | . | ?
60 | CCOC(=O)c1[nH]nc(C(=O)c2ccc(Br)cc2)c1O | . | ?

The results go on.
no. | Molecule | Lipid storage S3 cell count max | Lipid storage S3
61 | CC1(C)CC(=O)c2c(O)c(-c3ccccc3)c(=O)n(-c3ccccc3)c2C1 | 6 | 3%
62 | CCN(CC)c1ccc(C(=S)NCc2ccccc2)cc1 | -15 | 1%
63 | CC(NC(=O)CN(c1ccc(F)cc1)S(C)(=O)=O)c1ccccc1 (stereo not given) | -10* | 4.1µM*
64 | Cc1ccc(NC(=S)NNC(=O)Cn2nc([N+](=O)[O-])cc2C)cc1 | . | 22%
65 | CCOc1cc(/C=C2\COc3ccccc3C2=O)ccc1OCC(=O)N(C)C | -6 | -23%
66 | Cc1ccc(-c2cc(C(=O)n3cnc4ccccc43)c3ccccc3n2)cc1C | 12 | -15%
67 | COc1ccc(CCN(Cc2cc3ccc(C)cc3n3nnnc23)C(C)=O)cc1OC | 20 | 8%
68 | COc1ccc(C(=O)Nc2sc3c(c2C#N)CCN(C(C)=O)C3)cc1 | 17 | 0%
69 | Oc1ccc(N2CCN(Cc3ccc(OCCCN4CCCCC4)cc3)CC2)cc1 | . | ?
70 | CCCCn1c(O)c(/C=C2\C=NN=C2c2ccccc2)sc1=S | . | ?
71 | CC(=O)N(Cc1ccco1)C1(C(=O)NC2CCCC2)CCCCC1 | 3.2* | 15µM*
72 | CC(C)(CO)N=Cc1c(O)[nH]c2ccccc12 | -2 | 3%
73 | CCSC1=C(C#N)C(c2ccc(Cl)cc2)C2=C(CCCC2=O)N1 (stereo not given) | . | ?
74 | Clc1ccc(OCCn2ccnc2)c(Br)c1 | . | ?
75 | CC(C)Cc1ccc(C(C)C(=O)Nc2ccccc2O)cc1 (stereo not given) | . | ?

7 compounds already listed, arranged by their value in Lipid storage S3 cell count max, low to high:
no.	Molecule	Lipid storage S3 cell count max
63	CC(NC(=O)CN(c1ccc(F)cc1)S(C)(=O)=O)c1ccccc1 (stereo not given)	-10*
65	CCOc1cc(/C=C2\COc3ccccc3C2=O)ccc1OCC(=O)N(C)C	-6
72	CC(C)(CO)N=Cc1c(O)[nH]c2ccccc12	-2
71	CC(=O)N(Cc1ccco1)C1(C(=O)NC2CCCC2)CCCCC1	3.2*
66	Cc1ccc(-c2cc(C(=O)n3cnc4ccccc43)c3ccccc3n2)cc1C	12
68	COc1ccc(C(=O)Nc2sc3c(c2C#N)CCN(C(C)=O)C3)cc1	17
67	COc1ccc(CCN(Cc2cc3ccc(C)cc3n3nnnc23)C(C)=O)cc1OC	20

Looked up one by one from the entries so far, 2 records:
no. | Molecule | Lipid storage S3 cell count max | Lipid storage S3
65 | CCOc1cc(/C=C2\COc3ccccc3C2=O)ccc1OCC(=O)N(C)C | -6 | -23%
75 | CC(C)Cc1ccc(C(C)C(=O)Nc2ccccc2O)cc1 (stereo not given) | . | ?

Next entries follow.
no. | Molecule | Lipid storage S3 cell count max | Lipid storage S3
76 | COCCC(=O)N1CCC(n2nccc2NC(=O)c2ccccc2C)CC1 | . | ?
77 | O=C1c2ccccc2C(=O)N1Cc1cc(-c2ccccc2)no1 | . | i
78 | COc1ccc(-n2c(=S)[nH]c3cc(C(=O)NCc4cccnc4)ccc3c2=O)c(OC)c1 | . | ?
79 | S=c1[nH]nc(-c2ccncc2)n1/N=C/c1cccc2ccccc12 | 16 | 11%
80 | Cc1ccc(C(=O)Nc2ccccc2[N+](=O)[O-])cc1S(=O)(=O)N1CCOCC1 | . | ?
81 | COc1cccc(NC(=O)C2CCCN2C(=O)OCc2ccccc2)c1 (stereo not given) | . | ?
82 | COc1ccc(N2CC(C(=O)OCC(=O)Nc3cccc(C)c3)CC2=O)cc1 (stereo not given) | . | ?
83 | COc1ccc(C(=O)NN=C(Cc2ccccc2)Cc2ccccc2)cc1OC | . | ?
84 | Cc1c(N=C2NC(=O)/C(=C/c3cccc([N+](=O)[O-])c3)S2)c(=O)n(-c2ccccc2)n1C | . | ?
85 | COc1cc(NS(=O)(=O)c2ccc(NC(=S)NC(=O)c3ccco3)cc2)ncn1 | 4 | 6%[9.22 µM]
86 | CN1CCN(C(=O)/C(=C\c2cccs2)NC(=O)c2ccccc2)CC1 | . | ?
87 | O=C(CN1C(=O)CSCC1=O)NCc1ccc(F)cc1 | 4 | -10%
88 | COc1ccc(N2CCN(C(=O)C3CCCN(c4ncnc5c4nc4n5CCCCC4)C3)CC2)cc1 (stereo not given) | . | ?
89 | CCOC(=O)Nc1ccc(=O)n(Cc2c(Cl)cccc2Cl)c1 | . | ?
90 | CC(NC(=O)C(=O)N/N=C\c1cccc([N+](=O)[O-])c1)c1ccccc1 (stereo not given) | 16 | -18%
91 | O=S(=O)(NCc1ccc(F)cc1)c1ccc(-n2cnnn2)cc1 | . | ?
92 | CC1Oc2ccccc2N(CC(=O)Nc2ccc3c(c2)OCO3)C1=O (stereo not given) | -10 | 25%
93 | COc1ccc(CCNC(=O)COC(=O)Cc2cccc3ccccc23)cc1 | 15 | 13%
94 | O=C(COc1ccccc1)N1CCCCCCC1 | . | ?
95 | CCOC(=O)CSCc1c(C#N)c2ccccc2n1C | . | ?
96 | Cc1cc(-c2ccc(C)c(S(=O)(=O)N3CCN(c4ccc([N+](=O)[O-])cc4)CC3)c2)on1 | . | ?
97 | O=S1(=O)CCN(OCc2ccc(Cl)cc2)CC1 | . | ?
98 | COCCN(C(=O)CSCc1ccccc1)c1c(N)n(Cc2ccccc2)c(=O)[nH]c1=O | 4 | 17%
99 | O=C1C2C(c3ccccc3)C=CC(c3ccccc3)C2C(=O)N1c1cccnc1 (stereo not given) | 4 | -7%
100 | CCn1c(COc2cccc(OC)c2)nnc1SCC(=O)Nc1cc(OC)ccc1OC | 1 | 15%
101 | Cc1ncc([N+](=O)[O-])n1Cc1ccc(Br)cc1 | . | ?
102 | Cc1ccc(-n2c(-c3ccncc3)n[nH]c2=S)cc1 | 20 | 1%
103 | Cc1cccc(C(C)(C)C)c1OCCn1ccnc1 | . | ?
104 | Cc1cc(NC(=O)COC(=O)C2CC(=O)N(c3cccc(C)c3C)C2)no1 (stereo not given) | . | ?
105 | COCCn1c(=N)c(S(=O)(=O)c2ccc(F)cc2)cc2c(=O)n3cccc(C)c3nc21 | . | ?

Full records from above. Values in the order: Lipid storage S3 cell count max | Lipid storage S3
O=C(COc1ccccc1)N1CCCCCCC1 reads . | ?
COc1ccc(CCn2c(O)c(C=Nc3cccc(F)c3)c(=O)[nH]c2=O)cc1OC reads . | ?
COc1ccc(OC)c(NC(=O)NCCc2cccc(Cl)c2)c1 reads 4 | 13%

Continuation:
no. | Molecule | Lipid storage S3 cell count max | Lipid storage S3
106 | COc1ccccc1NC(=O)N1CCCC1C(=O)NCCc1ccccc1 (stereo not given) | . | ?
107 | COC(=O)CC1(c2ccc(OC)cc2)C(=O)c2ccccc2C1=O | . | ?
108 | Cc1ccc(C2C(C(=O)c3sc(C)nc3C)=C(O)C(=O)N2CCN2CCOCC2)o1 (stereo not given) | . | i
109 | O=S(=O)(Nc1ccc(Cl)cc1)c1cccc2nsnc12 | 7 | -4%
110 | CCn1c(=O)c(CCC(=O)NCC2CCCO2)c(C)c2c(C)nn(-c3ccc(C)cc3)c21 (stereo not given) | . | ?
111 | CCOc1ccc(-c2nnc(NC3=NCCCCC3)o2)cc1 | . | ?

Some of the compounds tested, so the mix of outcomes need not match the whole.
